Source: PubChem (several laboratories)
Bcl-B displacement = displacers of TR3 peptide from Bcl-B, primary screen, selectivity assay for Bfl-1 inhibitor project, biochemical, fluorescence polarization | FP displacement of FITC-TR3 peptide from Bcl-B; higher % means a stronger effect | displacement, % at 20 µM, or IC50 in µM where a hit was titrated | 96,000 compounds, 0.11% hits | AID 748;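 active means displacement above 50% at 20 µM plus a fluorescence interference ratio under 1.5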;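 further: plate controls were wells without compound for no effect and wells lacking Bcl-B protein for full effect; a part of the inactive calls stands beside numbers as strong as those of hits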
NFkB transloc inh = blocks IL-1B driven NFkB nuclear translocation in HUVEC cells; inhibition, % at 2 µM; AID 796; 94,000 compounds, 0.43% hits; HUVEC IL-1B NFkB p65 nuclear translocation imaging;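 active means inhibition above about 30% together with a positive call from visual inspection of the well image, limit read from the data; inconclusive means inhibition above a set limit but visual check negative; inactive means inhibition not above a set limit, visual check negative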;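 further: nuclear over cytoplasmic p65 intensity ratio measured by imaging; 0% = IL-1B stimulated DMSO wells and 100% = unstimulated DMSO wells; values of inactives mirror those of a sister screen read the other way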
IL1B NFkB pot = enhances IL-1B driven NFkB nuclear translocation; 94,000 compounds, 0.3% hits; AID 819; activation, % at 2 µM; HUVEC IL-1B NFkB p65 nuclear translocation imaging;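 active means activation above 40%, about the mean plus 3 SD, also judged a hit on visual image review; inconclusive means activation above 40% but not a hit on visual review; inactive means activation not above 40% and no visual hit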;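 further: percent activation is computed from the nuclear over cytoplasmic p65 intensity ratio; values of inactives mirror those of a sister screen read the other way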
PLAP inhibitors HTS = inhibition of human placental alkaline phosphatase – biochemical, luminescence, HTS (AID 690). inhibition, % at 20 µM; hits with a dose series show IC50 in µM. 96,000 compounds, 0.08% hits. purified PLAP, luminescent substrate; higher % means a stronger effect; in the data active means a potency from the dose series; inactive means the rest, 99 in 100 with inhibition below about 30%; further: strong numbers were not always called active
MRP reversal = compounds reversing MRP-mediated drug resistance; 85,000 compounds, 0.04% hits; differential viability (reversal), % at 10 µM; AID 602; H69AR cells + 2 uM doxorubicin, CellTiter-Glo, 72 h;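 active means viability drop by adding the cancer drug above about 55%, with treated viability meeting a 40% cutoff, limit read from the data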;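 further: viability without doxorubicin minus viability with 2 µM doxorubicin for each compound; larger differential means the compound sensitizes cells more to doxorubicin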
MRP reversal cytotoxicity = also measured in MRP reversal; calls as there; viability, %; H69AR cells, CellTiter-Glo, 72 h; measured here: cytotoxicity without doxorubicin
MRP reversal with doxorubicin = also measured in MRP reversal; calls as there; viability, %; measured here: viability with 2 uM doxorubicin; stronger effect = lower value
NFkB transloc inh cell count 2 µM = further read-out of NFkB transloc inh, marked with its call; cell count; measured here: cells passing quality filter;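 raw number of nuclei counted in each imaged well without normalization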
IL1B NFkB pot cell count 2 µM = further read-out of IL1B NFkB pot, marked with its call; cell count; measured here: cells passing quality filter
Active calls of the source: *; u = inconclusive; x = no result given.

SMILES	Bcl-B displacement	NFkB transloc inh	NFkB transloc inh cell count 2 µM	IL1B NFkB pot	IL1B NFkB pot cell count 2 µM	PLAP inhibitors HTS	MRP reversal	MRP reversal cytotoxicity	MRP reversal with doxorubicin
CCN(CC)C(=O)CSc1nnc(-c2ccco2)n1Cc1ccco1	6%	-39	147	39	147	-5%	-5	72	77
Cc1cccc(OCC(=O)Nc2ccc(N3CCCC3)cc2)c1C	x	x	x	x	x	-22%	11	89	78
CCCN(CCC)CCNC(=O)C1CC(=O)N(c2ccc(OC)cc2)C1c1ccc(OC)cc1 (stereo not given)	6%	-3	162	3	162	-56%	17	93	76
Brc1ccc(-c2nnc3n2-c2ccccc2CC3)cc1	4%	x	x	x	x	-58%	13	97	85
Cc1ccc2c(c1)c(-c1ccccc1)nc1nncn12	2%	x	x	x	x	24%	-6	62	68
Cn1c(=O)cc(OCC(=O)NCc2cccnc2)c2ccccc21	4%	-8	152	7	152	-4%	-130	80	210
O=c1c2ccc(Cl)cc2nc(-c2cccc(C(F)(F)F)c2)n1O	5%	3	139	-3	139	-3%	x	x	x
CCOc1ccc(-c2noc(CCCC(N)=O)n2)cc1OC	-4%	-23	177	23	177	16%	3	90	87
O=C(CSc1nnc(-c2ccccc2)o1)Oc1ccc(Br)cc1	15%	x	x	x	x	7%	12	93	81
O=C(CCC(=O)OCC(=O)c1ccc(F)cc1)NC1CCCCC1	-4%	14	160	-14	160	-3%	8	102	94
COc1ccc(OC)c(NC(=O)c2ccc(NC(C)=O)cc2)c1	-2%	-7	112	7	112	1%	-17	80	98
Cc1cc(C)n(-c2nc(SCC(=O)NCC3CCCO3)c3c4c(sc3n2)CCCC4)n1 (stereo not given)	5%	x	x	x	x	-36%	6	71	65
CC(C)c1nc(SCC(=O)c2ccccc2)c2c(=O)n(C)c(=O)n(C)c2n1	0%	4	115	-4	115	12%	x	x	x
CCNS(=O)(=O)c1ccc(OCCNS(C)(=O)=O)cc1	3%	-1	154	1	154	-14%	7	87	80
CC(OC(=O)c1cc2sccc2n1C)C(=O)NCC1CCCO1 (stereo not given)	8%	-5	169	5	169	-7%	20	102	82
O=S(=O)(NCCc1csc(-c2ccccc2)n1)c1ccc2c(c1)OCCO2	-6%	-1	144	1	144	-38%	0	80	81
COc1cccc(C(O)c2nc3ccccc3n2C(C)C)c1 (stereo not given)	-11%	3	39	-3	39	-135%	8	108	100
CCOCCCNC(=O)c1ccc2c(c1)OCO2	-5%	-1	127	1	127	3%	3	96	92
O=c1ccc(/C=C/c2ccccc2)nn1Cc1ccc(Cl)cc1Cl	3%	-1	149	-9	53	4%	15	99	85
CCOC(=O)CSc1nnc(CCc2nc3ccccc3[nH]2)n1C	-9%	8	142	-8	142	17%	-7	94	101
CNC(=O)c1nnc(Cc2ccc(Cl)cc2)o1	-7%	7	193	-7	193	3%	4	98	95
CN(C)c1ccc(C(=O)N2CC(=O)N(CCc3ccccc3)C(=O)C2)cc1	-4%	4	191	-4	191	-10%	6	93	87
CCC(c1nnnn1Cc1ccco1)N(Cc1ccccc1OC)Cc1cc2cc(C)ccc2[nH]c1=O (stereo not given)	-6%	-7	93	7	93	-27%	3	79	75
CCC(C)(C)n1nnnc1C(c1ccc(OC)c(OC)c1)N1CCN(c2ccc(OC)cc2)CC1 (stereo not given)	2%	3	118	-3	118	-29%	8	102	94
CCCC(=O)Nc1ccc2nc(SCC(=O)Nc3ccc(N4CCOCC4)c(Cl)c3)sc2c1	-8%	x	x	x	x	-11%	x	x	x

Next part
SMILES	Bcl-B displacement	NFkB transloc inh	NFkB transloc inh cell count 2 µM	IL1B NFkB pot	IL1B NFkB pot cell count 2 µM	PLAP inhibitors HTS	MRP reversal	MRP reversal cytotoxicity	MRP reversal with doxorubicin
CCn1c(=O)cc(SCC(=O)Nc2ccc(OC)c(OC)c2)c2ccccc21	5%	x	x	x	x	-59%	-2	78	80
O=C(Nc1nc2nc(-c3ccccc3)cc(-c3ccccc3)n2n1)c1ccco1	0%	-26	153	26	153	-26%	x	x	x
O=C(NC1=NCCS1)c1cccc(NC(=O)c2ccco2)c1	2%	4	158	-4	158	-6%	7	101	94
CCN(CC)S(=O)(=O)c1cccc(-c2nnc(SCCCC(=O)c3ccc(F)cc3)o2)c1	-30%	-24	191	24	191	-59%	13	37	25
CCS(=O)(=O)NC(C)C(c1cccs1)N1CCN(c2ccc(F)cc2)CC1 (stereo not given)	6%	-2	66	2	66	-8%	-1	88	89
CCc1[nH]nc2c1C1(CCOC1C)C(C#N)=C(N)O2 (stereo not given)	5%	4	107	-4	107	-1%	-5	92	97
O=C(CCN1CCc2ccccc2C(c2ccccc2)C1)c1ccc2c(c1)OCCO2 (stereo not given)	-4%	34*	127*	-34	127	-76%	0	2	1
C/C(=C1\SC(N2CCOCC2)=NC1=O)c1ccc(C)cc1	-4%	-9	141	9	141	-12%	13	86	73
CCOC(=O)c1c(NC(=O)Cc2cccs2)sc(C(=O)N2CCCCC2)c1C	-4%	6	118	-6	118	3%	-19	56	75
O=c1oc(Nc2ccccc2F)nc2ccccc12	-1%	-16	179	16	179	2%	x	x	x
CCC(Sc1nc2sc(C(=O)OC)c(C)c2c(=O)n1N)C(=O)N(CC)CC (stereo not given)	-11%	-33	168	33	168	-21%	-10	19	29
COc1ccc(C)cc1NC(=O)CC(O)(C(F)(F)F)C(F)(F)F	1%	-1	68	1	68	12%	-17	74	91
CCCc1nc(SCc2ccc(Cl)cc2Cl)n[nH]1	-5%	0	154	0	154	-6%	4	108	104
O=C(NCc1ccco1)c1scc2c1OCCO2	3%	13	84	-13	84	-1%	x	x	x
c1ccc(CSc2nnc(-c3sccc3-n3cccc3)o2)cc1	-4%	5	153	-5	153	21%	x	x	x
O=c1[nH]c(-c2ccccc2)c(-c2ccccc2)[nH]1	0%	-19	151	19	151	8%	7	99	92
O=C(Nc1scc(-c2ccccc2)c1C(=O)O)c1ccco1	5%	-12	167	13	167	-11%	x	x	x
CCN(CC)c1nc(C)c(C(C)=O)cc1C#N	1%	-15	179	-27	63	-25%	9	96	87
Cc1nc(C)c(C(=O)N(c2ccc(C)c(C)c2)C(C(=O)NCc2ccco2)c2ccccc2)s1 (stereo not given)	1%	-4	152	4	152	-69%	x	x	x
O=C(CSc1nnc(-c2cccnc2)o1)OC1CCCCC1	-8%	-16	156	16	156	15%	9	83	75
Cc1ccc(C2C(C=Nc3c(C)n(C)n(-c4ccccc4)c3=O)=C(c3ccccc3)Oc3ccccc32)cc1 (stereo not given)	-1%	3	144	-3	144	-11%	x	x	x
CC1(C)CC(N2CN(C3CCCCC3)CC2=O)CC(C)(C)N1	-2%	x	x	x	x	-6%	-5	96	102
COc1ccc(Oc2nc3ccccc3nc2C(F)(F)F)cc1	10%	-6	103	6	103	-2%	x	x	x
OC(CNc1ccccc1)COc1ccc(OCC(O)CNc2ccccc2)cc1 (stereo not given)	-5%	-1	183	1	183	-18%	x	x	x
COC(=O)c1sc(NC(=O)C2CCCO2)c(C(=O)OC)c1C (stereo not given)	-4%	-24	143	24	143	26%	19	78	58

(further entries)
SMILES	Bcl-B displacement	NFkB transloc inh	NFkB transloc inh cell count 2 µM	IL1B NFkB pot	IL1B NFkB pot cell count 2 µM	PLAP inhibitors HTS	MRP reversal	MRP reversal cytotoxicity	MRP reversal with doxorubicin
O=C(NCCNC(=O)C(F)(F)F)c1ccncc1	14%	x	x	x	x	0%	5	95	90
O=C(COc1cccc2ccccc12)NNC(=O)C1CCCO1 (stereo not given)	-10%	10	143	-10	143	-116%	x	x	x
Cc1cc(C)nc(N(C#N)CN2C(=O)c3ccccc3C2=O)n1	5%	-42	129	u	x	-1%	1	95	94
CC1=C(C(N)=O)C(c2cccc(OCc3ccccc3)c2)n2nnnc2N1 (stereo not given)	0%	1	87	-1	87	7%	-4	66	69
O=C(c1sc2ccccc2c1Cl)N(Cc1ccccc1Cl)C1CCS(=O)(=O)C1 (stereo not given)	-4%	11	145	-11	145	-9%	-23	60	84
O=C1C(Cl)=C(Nc2ccccc2O)C(=O)N1c1ccccc1	-10%	0	125	1	125	-19%	-10	39	49
Cc1ccccc1C(=O)NC(C)c1ccc2c(c1)CCCC2 (stereo not given)	-10%	8	97	-8	97	5%	x	x	x
COc1ccc(Cl)cc1N1C(=O)C2CCCN2C1c1ccc(F)cc1 (stereo not given)	-1%	-14	173	15	173	-81%	18	92	74
CC(=O)CC(=O)Nc1ccn(-c2ccccc2)n1	0%	-2	187	2	187	-63%	8	104	96
COc1cccc(C(=O)CN(C(=O)c2ccc(Cl)c(Cl)c2)N2C(=O)c3ccccc3C2=O)c1	-4%	5	158	-5	158	-4%	x	x	x
CC(C)C(c1nnnn1Cc1ccccc1)N1CCc2ccccc2C1 (stereo not given)	-4%	x	x	x	x	-15%	12	85	74
O=C(CN1CCCCC1)N1c2ccccc2Sc2ccc(C(F)(F)F)cc21	x	-10	147	10	147	x	-4	87	91
CCOc1ccc(NC(=O)C2CCCN(C(=O)NCc3ccccc3)C2)cc1 (stereo not given)	x	4	98	-4	98	x	10	93	83
O=C(C1CCC1)N1CCc2cc(S(=O)(=O)Nc3ccc4c(c3)OCO4)ccc21	x	-4	115	4	115	x	3	66	63
C=CCNC(=O)c1ccccc1NC(=O)c1ccc(Cl)c(S(=O)(=O)Nc2ccccc2)c1	-7%	0	114	0	114	-3%	x	x	x
Cc1ccnc2nc(C(=O)N3CCN(S(=O)(=O)c4ccccc4)CC3)nn12	-2%	1	159	-1	159	4%	-7	96	104
CCCCN(C)C(=O)C1CCN(Cc2ccc(OCc3ccccc3)cc2)CC1	x	2	112	-2	112	x	-32	53	85
COc1ccc(Nc2cc(C)nc3nc(C)nn23)cc1Cl	x	5	144	-5	144	-74%	-7	72	79
CCC(CC)c1nnc(NC(=O)COc2ccc3c(C)cc(=O)oc3c2)s1	1%	-7	107	7	107	-10%	x	x	x
C=COCCNC(=O)C1CC(=O)N(c2ccc(C)cc2)C1 (stereo not given)	-2%	6	89	-6	89	4%	-1	95	96
O=C(CN1CCOCC1)Nc1ncc(Br)cc1Br	-4%	-18	194	18	194	-8%	-1	94	94
COc1ccc(OCC(=O)OCC(=O)NCc2ccco2)cc1	0%	-9	217	9	217	-1%	x	x	x
COc1ccc(CNC(=O)c2cc(-c3ccco3)on2)cc1	-3%	-21	161	21	161	6%	-8	105	113
Cc1cc(C)c2c(c1)-c1c(ssc1=S)C(C)(C)N2C(=O)CSc1nncn1C	11%	15	132	-15	132	-46%	-28	13	41
O=C(CSc1ccc(Cl)cc1)Nc1ccc(NC(=O)c2ccco2)cc1	29%	11	95	-11	95	5%	x	x	x
COc1ccc(OC)c(S(=O)(=O)Nc2ccc(C(C)=O)cc2)c1	-13%	-15	169	15	169	-8%	2	91	89
COC(=O)Cc1c(C)c2ccc(OCC(=O)N3CCOCC3)cc2oc1=O	-12%	-19	158	19	158	5%	-6	72	79
CC(C)c1ccccc1N1CC(C(=O)O)CC1=O (stereo not given)	6%	x	x	x	x	-5%	7	103	96

A portion of the library (hit frequency here may not be typical).
